PolyA inh = blocks polyadenylation in yeast reporter cells. S. cerevisiae SKY197-pL101 polyadenylation reporter, beta-gal luminescence; efflux-impaired pdr1/pdr3 knockout yeast; score 100 = 6 SD above DMSO. calls only at 12 µM. hit rate 0.02% among 300,000;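 active = lowest replicate activity score at least 50, where 100 means six control SD above control mean; inconclusive = lowest score under 50 but half or more replicates reach 50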;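 also: yeast exposed to compound for 9 h at 30 °C; higher score means more reporter readthrough which indicates perturbed polyadenylation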
HSF1 inhib = HSF1 inhibition | NIH3T3-HGL HSE-luciferase, MG132-induced, luminescence 8 h; hits give low values | activity change, negative = inhibition, % at 7.5 µM (by protocol) | hit rate 0.77% among 300,000 | AID 2098;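 active = more than half of replicate wells show activity change below -50%, luminescence cut by over half; inconclusive = some wells, but at most half, below -50%; inactive = no replicate well below -50%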;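 also: luciferase reports HSF-1 transcriptional activity via heat shock element; 0% = median of DMSO wells and -100% = zero luminescence signal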
Dyrk1A ADPGlo = inhibitors of rat Dyrk1A kinase; ADP-Glo luminescence, NFATc1 peptide; inhibition, % at 12.5 µM; Q63470; hit rate 0.43% among 310,000; in the data active = inhibition above about 50%;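 also: plate controls were vehicle with enzyme for no effect and no enzyme for full effect; many of its hits are not listed in these tables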
HDAC3 inhib = blocks human histone deacetylase 3; O15379; recombinant HDAC3, fluorogenic peptide/trypsin coupled, fluorescence; AID 2718; hit rate 0.15% among 320,000; inhibition, % at 8.3 µM; in the data active = inhibition above about 26%, passing the limit was not always enough; inconclusive = no clear call, values can overlap the other calls
HSF1 activator = increases HSF-1 driven luciferase reporter signal | hit rate 1.7% among 300,000 | NIH3T3-HGL HSF-1 luciferase reporter, MG132, 8 h; 100% = twice DMSO control signal | activation, % at 9 µM;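 active = mean replicate activation of at least 50% with a set share of replicates each reaching 50%; inconclusive = only one of those two conditions met; inactive = mean below 50% and too few replicates reaching it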;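 also: 0% = median of the neutral control wells and 100% = twice that signal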
AI-2 QS modul = Vibrio harveyi AI-2 quorum sensing modulation | Vibrio harveyi JMH597 AI-2 luminescence/OD600 ratio, 9 h; hits give low values; strain lacks LuxN and CqsS sensors; 0 = neutral-control median | hit rate 0.4% among 300,000 | AID 2094 | activity change, % at 7.5 µM; in the data active = activity change below about -75%, passing the limit was not always enough; inconclusive = no clear call, values can overlap the other calls;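 also: luminescence divided by OD600 gain over 9 h not by final OD600 alone; inactives centre near 13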
GSK3B inh = blocks human GSK3beta kinase activity. P49841. GST-GSK3beta kinase, ADP-Glo luminescence, 60 min; hits give low values. activity score (negative = inhibition), % at 10 µM. hit rate 0.038% among 300,000. AID 2097;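 active = more than half of replicate wells score below -50%, meaning over 50% inhibition versus plate controls; inconclusive = some replicates but at most half score below -50%; inactive = no replicate scores below -50%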;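 also: 0% = median DMSO wells and -100% = median GW8510 positive control wells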
Target sequence (P49841 whole entry, looked up): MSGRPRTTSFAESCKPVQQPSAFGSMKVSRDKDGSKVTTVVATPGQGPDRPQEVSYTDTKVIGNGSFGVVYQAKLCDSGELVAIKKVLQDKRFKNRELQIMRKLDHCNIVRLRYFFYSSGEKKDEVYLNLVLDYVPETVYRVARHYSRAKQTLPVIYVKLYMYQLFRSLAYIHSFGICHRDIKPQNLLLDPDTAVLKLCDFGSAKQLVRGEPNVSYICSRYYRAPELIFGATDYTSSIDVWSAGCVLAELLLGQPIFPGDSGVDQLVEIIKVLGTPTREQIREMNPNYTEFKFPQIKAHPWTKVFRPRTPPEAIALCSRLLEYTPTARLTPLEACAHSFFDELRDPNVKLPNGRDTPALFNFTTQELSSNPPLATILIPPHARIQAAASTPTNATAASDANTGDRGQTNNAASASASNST
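Test system – GST-tagged human GSK3beta kinase, cell-free · Incubation – 60 min enzyme reaction, room temperature · Signal – ADP-Glo luminescence · Also added – peptide substrate and ATP at 25 µM · Controls – DMSO neutral wells and GW8510 at 20 µM as positive · Buffer or medium – Tris/MgCl2 kinase buffer · Measure – Luminescence-derived activity versus plate DMSO and GW8510 wells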
GSK3 alpha inh = inhibitors of human GSK-3 alpha kinase. P49840. ADP-Glo luminescence, 60 min. inhibition, % at 10 µM. hit rate 0.1% among 320,000. AID 2650;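 in the data active = inhibition above about 50%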;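 also: GST-tagged GSK-3 alpha with peptide substrate and 25 µM ATP; 0% = DMSO neutral wells and 100% = GW8510 positive control wells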
Target sequence (P49840 whole entry, looked up): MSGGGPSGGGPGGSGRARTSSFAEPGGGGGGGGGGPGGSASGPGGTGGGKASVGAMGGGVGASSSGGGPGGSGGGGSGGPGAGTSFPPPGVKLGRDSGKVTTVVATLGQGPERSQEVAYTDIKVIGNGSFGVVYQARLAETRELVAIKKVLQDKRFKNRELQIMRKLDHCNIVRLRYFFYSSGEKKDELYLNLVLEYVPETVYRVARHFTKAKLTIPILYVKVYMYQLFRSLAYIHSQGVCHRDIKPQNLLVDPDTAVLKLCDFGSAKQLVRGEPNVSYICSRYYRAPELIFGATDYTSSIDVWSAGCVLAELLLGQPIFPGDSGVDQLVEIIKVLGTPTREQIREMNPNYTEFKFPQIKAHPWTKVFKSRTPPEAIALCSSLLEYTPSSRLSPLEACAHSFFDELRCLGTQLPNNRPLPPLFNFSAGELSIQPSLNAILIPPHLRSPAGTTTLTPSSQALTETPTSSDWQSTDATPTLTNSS
Platelet DG rel = modulates dense granule release in human platelets; human platelet-rich plasma, SFLLRN dense granule ATP release, luminescence; AID 1663; inhibition, %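 (compounds screened at 7.5 µM in platelet-rich plasma)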; hit rate 0.22% among 300,000;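 active = mean replicate score, as percent of positive control, at or above 50; inconclusive = mean below 50 but at least one replicate at or above 50; inactive = mean and every replicate below 50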
HSP90 inh = blocks HSP90-mediated luciferase refolding in reticulocyte lysate | inhibition, % at 5.6 µM | hit rate 0.91% among 290,000 | AID 1789 | Rabbit reticulocyte lysate, luciferase refolding luminescence, 3 h;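 active = inhibition above the screen-wide mean plus 3 SD, computed separately per campaign, cut at about 16% in these data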;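 also: 0% = DMSO wells and 100% = 60 µM geldanamycin wells; inhibitors lower the luminescence because luciferase stays unfolded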
The depositor's hits bear a star; i = inactive; ? = inconclusive; nt = no result given. Some of the compounds tested; rates above refer to the full screens.

Values run as follows: PolyA inh	HSF1 inhib	Dyrk1A ADPGlo	HDAC3 inhib	HSF1 activator	AI-2 QS modul	GSK3B inh	GSK3 alpha inh	Platelet DG rel	HSP90 inh
Cc1cccc(N2CCN(C(=O)c3ccncc3)CC2)c1C
 : i	-3	-3	7	13	4	0	-1	-5	-3
O=C(Nc1ccccc1[N+](=O)[O-])c1cc(S(=O)(=O)Nc2ccccn2)ccc1Cl
 : i	-5	2	-3	14	8	3	0	-6	4
Cc1ccc(F)cc1NC(=O)COC(=O)C1CCN(c2ccc(C(F)(F)F)cn2)CC1
 : i	3	1	4	20	nt	nt	0	-8	nt
COc1cc(CO)cc(Br)c1OCC(=O)N1CCCCC1
 : nt	2	-3	0	-7	22	-7	-1	0	1
CCCCn1nnnc1NCc1ccc(C)cc1
 : i	0	0	0	-9	17	-2	-3	3	-2
Cc1cc(C)c(C(=O)Nc2cccc(F)c2)c(Cl)n1
 : i	-8	-4	6	-22	13	-1	0	0	0
CS(=O)(=O)c1ccc(NC(=O)c2ccc3c(c2)S(=O)(=O)N=C2CCCCCN23)cc1
 : i	-54*	2	1	-65	nt	nt	-1	-8	nt
COCCCNS(=O)(=O)c1ccc2[nH]c(=O)[nH]c2c1
 : i	-4	-6	4	-24	10	5	-3	1	-2
CCOC(=O)c1ccc(NC(=O)CS(=O)(=O)c2cn(CC)c3ccccc23)cc1
 : nt	nt	-8	-1	nt	nt	nt	-1	nt	2
CC(=O)c1ccc(N2CCN(C(=O)CCC(=O)Nc3ccc4nc(N5CCN(C)CC5)cc(C)c4c3)CC2)cc1
 : i	5	-6	4	12	17	-4	0	-3	7
CC(C)(C)CC(=O)Nc1nnc(SCC(=O)Nc2ccccc2F)s1
 : i	-1	-2	-4	0	36	-1	1	-2	6
COc1ccc(CN2CCC(=O)N([C@H](CO)Cc3ccccc3)CC2)cc1OC
 : i	-2	-2	-2	-12	17	3	0	0	-5
O=C(Nc1ccccc1C(=O)Nc1ccc2c(c1)OCO2)c1ccco1
 : i	0	1	0	4	10	-1	2	nt	2
Cc1cc2nc(-c3cccc(NC(=O)c4ccc(Br)o4)c3C)oc2cc1C
 : i	-1	-4	-1	7	27	-7	5	3	4
O=C(NCC(c1ccco1)N1CCc2ccccc2C1)c1ccccc1 (centres undefined)
 : i	2	12	?	-1	11	0	-6	nt	nt
O=C(NCCc1ccccc1)c1cc(=O)c2ccccc2o1
 : i	0	3	2	2	-3	-2	-5	2	4
CCOC(=O)N1CCN(C(=O)CS(=O)(=O)Cc2nc(-c3ccccc3C)oc2C)CC1
 : i	-5	1	-1	8	13	1	-2	2	4
C=CCNC(=O)/C(C#N)=C/c1c(C)nn(-c2ccc(Cl)cc2)c1Cl
 : i	3	5	2	5	11	-2	-2	7	1
O=C(NNC(=O)C1CCCO1)c1ccc(Br)cc1 (centres undefined)
 : i	-2	nt	-6	27	11	-2	0	5	3
O=C(CSc1nnc(COc2cccc3cccnc23)o1)c1ccc(F)cc1
 : i	-12	-5	1	5	18	0	-6	-3	0
Oc1cccc(Nc2nc(NCC3CCCO3)c3ccccc3n2)c1 (centres undefined)
 : i	5	39	5	20	-20	-5	28	0	-4
CC(=O)CCc1ccc(OCC(O)CNC2CCCc3ccccc32)cc1 (centres undefined)
 : i	-2	-7	nt	1	14	1	nt	-1	2
Cc1ccc2oc(=O)c(/C=C(\O)c3sc(C)nc3C)nc2c1
 : i	2	-2	nt	1	-6	2	nt	4	-4
Cc1c(C(=O)N2CCCC2)oc2c1-c1nn(CC(=O)NCCCOC(C)C)cc1CC2
 : i	1	nt	-3	5	32	1	-1	0	-2
O=C(NCc1ccccc1)C(c1ccccc1)N(C(=O)c1csnn1)c1ccc(F)cc1 (centres undefined)
 : i	5	1	-2	-3	13	-3	0	4	-3
Cc1nc(SCCOc2ccccc2F)[nH]c(=O)c1Cc1ccccc1
 : i	1	-1	-2	25	7	-3	4	-3	4
CN(C)C(=O)CSc1nnc(Cc2ccccc2)n1CC1CCCO1 (centres undefined)
 : i	-3	-3	-1	5	6	-4	-1	5	2
CCOc1cccc(CNCc2ccncc2)c1
 : i	-4	-2	1	-9	7	3	-4	8	-3
O=C(O)Cn1nnc(-c2cccs2)n1
 : i	-5	4	-1	-2	16	6	-4	-1	0
COc1cc([N+](=O)[O-])ccc1Nc1nc(C)cc(C)n1
 : i	-4	nt	-2	-9	8	3	-1	14	3
CC(=O)c1cccc(N(CC(=O)NC2CCCC2)C(=O)c2ccc(C)s2)c1
 : i	-2	7	0	4	8	-3	1	13	1
Clc1ccc(-c2nnc(-c3ccccc3)o2)c(Cl)c1
 : i	4	2	-2	23	6	-1	-1	15	7
CCOC(=O)c1cc(NCc2cccs2)ccc1N1CCOCC1
 : i	4	0	4	22	27	1	0	-4	9
Cc1ccc(CNC(=O)CSc2nc3ccsc3c(=O)n2Cc2ccc(C(=O)O)cc2)cc1
 : i	-5	9	3	8	-6	0	-2	0	5
COc1cc2ccccc2cc1C(=O)Nc1ccc(Br)cn1
 : i	7	10	-5	33	2	1	0	-5	-2
O=S(=O)(NN1CCOCC1)c1ccc(Br)s1
 : i	-4	2	4	5	18	2	-1	1	6
COc1ccc(N(CC(=O)NC2CC2)S(=O)(=O)c2ccccc2)cc1
 : i	-2	-4	3	9	23	2	-1	-4	-4
CCOC(=O)C(NC(C)=O)(OCc1ccc(F)cc1)C(F)(F)F (centres undefined)
 : i	-4	-5	6	2	33	1	-2	0	-2
CCOC1=NN(c2ncc(C(F)(F)F)cc2Cl)C(=O)C1
 : i	2	-2	?	-10	3	-2	-6	2	0
COc1ccc2[nH]c(=O)c(CNc3ccc(C)cc3C)cc2c1
 : i	2	21	0	9	-2	1	0	16	1
O=C(COc1ccc(F)cc1Cl)N(Cc1nnc(-c2ccccc2Cl)o1)C1CC1
 : i	12	9	-3	30	55	-1	0	0	3
CCOC(=O)c1nnn(-c2nonc2OC)c1-c1ccccc1
 : i	-3	-9	8	-4	25	0	1	-15	-1
CCN(C(=O)CN1CCN(C)CC1)c1cccc2ccccc12
 : i	-2	2	-4	-1	0	-1	-1	7	5
Cc1cc([N+](=O)[O-])nn1CC(=O)c1ccccc1
 : i	1	1	-4	1	17	-1	0	0	1
CCOC(=O)C1CCN(C(=O)Cn2cnc3sc(C)c(S(=O)(=O)N4CCOCC4)c3c2=O)CC1
 : i	-5	-1	1	10	11	-4	-3	-10	3
CCOc1ccc(NC(=O)C2CCCN(S(=O)(=O)c3ccc(-n4cnnn4)cc3)C2)cc1 (centres undefined)
 : i	3	-5	-3	-4	37	1	-3	11	0
CC(=O)Nc1cccc(Oc2cc(C#N)c(C#N)cc2N2CCOCC2)c1
 : i	-5	0	5	-13	27	1	-1	-9	4
C=CCn1c(O)c(N=NC(=O)c2cccnc2)c2cc(Br)ccc21
 : i	-7	4	8	-7	20	-2	-2	23	2
CCc1nnc(NC(=O)CSc2nnc(CNc3ccc(OC)cc3)n2CC)s1
 : i	-3	-2	-3	14	10	0	0	3	0
CC(C)OCCCNc1nc(-c2ccccc2)nc2ccccc12
 : i	2	-1	1	17	3	-1	-2	-9	0
O=S(=O)(c1ccccc1F)N1CCc2ccccc2C1
 : i	-1	-3	-3	13	24	-2	-1	-11	-2
O=C(N/N=C/c1cc(Br)cs1)C(O)c1ccccc1 (centres undefined)
 : i	-3	6	2	2	-41	-17	nt	0	-2
O=C(CSc1nccc(=O)[nH]1)NCc1ccc(Cl)cc1
 : i	1	2	4	19	26	-3	-3	-1	-2
CC(=O)c1cccc(N(CC(=O)NCCc2ccccc2)C(=O)c2csnn2)c1
 : i	-1	6	-5	1	25	4	-1	-1	1
CCc1ccc(CN(C)C(=O)CCc2nnc(Cc3cccc(C)c3)o2)nc1
 : i	2	-9	0	-1	18	0	2	2	-2
O=C(CSc1cc(Cl)ccc1Cl)NCC1CCCO1 (centres undefined)
 : i	-1	1	-5	-7	10	-2	-4	5	2
COc1c(F)c(F)c(C(=O)Nc2ccccc2N2CCN(C(C)=O)CC2)c(F)c1F
 : i	1	2	-10	-7	13	2	-1	0	2
CCN1C(=O)N(S(=O)(=O)C(F)(F)F)[C@@H](c2ccccc2)C(C(=O)OC)=C1C
 : i	-30	6	14	-47	5	3	0	8	nt
Cc1sc2nc(CSC(C)C(=O)Nc3ccc(C(N)=O)cc3)[nH]c(=O)c2c1C (centres undefined)
 : i	-2	nt	-1	-5	-7	1	2	-7	nt
CN(C)C(=O)N1CCC(C(=O)N2CCCC(C(=O)c3ccc(C(C)(C)C)cc3)C2)CC1 (centres undefined)
 : i	1	-3	3	15	33	2	nt	3	4

More structures follow:
Values run as follows: PolyA inh	HSF1 inhib	Dyrk1A ADPGlo	HDAC3 inhib	HSF1 activator	AI-2 QS modul	GSK3B inh	GSK3 alpha inh	Platelet DG rel	HSP90 inh
COc1cc(C(=O)NC(=S)Nc2nccs2)cc(OC)c1OC
 : i	-3	-1	4	36	1	-1	-3	-7	2
Cc1cc(N2CCCC2)c(F)cc1/C=C\[N+](=O)[O-]
 : i	160	-3	nt	207*	16	1	nt	2	-2
Cc1ccc(-n2nc3c(=O)n(C(C)C(=O)NC4CC4)nc(C)c3c2C)cc1 (centres undefined)
 : i	-4	nt	-1	4	33	8	1	-3	-4
O=c1[nH]c(CN2CCN(S(=O)(=O)c3ccc4ccccc4c3)CC2)nc2ccccc12
 : i	-6	-3	-6	-8	6	-2	-1	1	2
O=C(COC(=O)c1cccc(-n2cnnn2)c1)c1ccc(Br)cc1
 : i	12	9	2	25	-2	2	-1	1	nt
Clc1ccccc1/C=C/c1ccnc2ccccc12
 : i	14	8	-1	38	-7	-2	0	-2	8
COC(=O)[C@H](Cc1ccccc1)NC(=O)[C@@H]1C[C@H]1[C@@H](NC(=O)OCc1ccccc1)c1ccccc1
 : i	-3	10	-6	12	18	3	-2	5	0
Cc1ccc(S(=O)(=O)N2CCCCC2)cc1NC(=S)NC(=O)c1ccco1
 : i	-2	3	?	-13	17	1	-3	8	0
CCCNC(=O)c1ccc(Cl)cc1Cl
 : i	-3	1	-3	-9	13	1	1	-2	0
Cc1ccc(S(=O)(=O)NC(C)CCc2ccccc2)cc1 (centres undefined)
 : i	0	4	1	-20	2	2	-1	1	0
COc1ccc(C(OC(=O)c2cccs2)C(=O)NCC2CCCO2)cc1 (centres undefined)
 : i	-2	nt	-1	-6	12	1	-1	-4	0
CCOc1ccccc1NC(=S)N1CCN(c2ccc(OC)cc2)CC1
 : i	0	15	4	1	1	0	0	-4	1
CCCS(=O)(=O)N1CCCC(C(=O)NCCCN2CCN(c3cccc(Cl)c3)CC2)C1 (centres undefined)
 : i	nt	2	nt	nt	10	1	nt	11	1
CC(Cc1cccs1)NC(=S)Nc1ccccc1 (centres undefined)
 : i	2	nt	2	21	23	0	0	-4	9
